# BCR signal inh: chronic active BCR signaling inhibition | ABC-DLBCL IkBa-CBG/CBR reporter, luminescence ratio, 4 h | Potency, µM (top dose mostly 46.1 µM), without a hit: at the top dose ratio change, negative = lower green/red ratio, hits mostly inhibitors | 0.05% of 340,000 active | AID 493014; active = well fitted inhibition curve with a large enough effect in the signal ratio, with a control signal flat, not every such curve was filed as active; inconclusive = small, poorly fitted or top-dose-only effect, or effect the other way, or a change in a side signal; the % refers to the signal ratio;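 also: potency is read from the fitted curve at half-maximal effect; plate controls were basal doxycycline-induced cells for no effect and cells given 10 µM MG132 for full effect; MG132 reads +100%, hits lower the ratio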
#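 Compounds up to 46 uM were incubated four hours with TMD8 cells whose green CBG68 luciferase is fused to IkappaBalpha; red CBR luminescence normalised the signal, and concentration-effect curves were fitted to fusion, red and ratio data.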
# uPA surface inh: blocks generation of uPA at the cell surface. 0.31% of 330,000 active. Potency, µM (series often up to 38.3 µM), without a hit: top-dose activity change, negative = inhibition, hits mostly inhibitors. cell surface uPA generation assay, qHTS; active = well fitted inhibition curve with a large enough effect; inconclusive = small, poorly fitted or top-dose-only effect; inactive = no such curve, though single readings can be large or run the other way; tested in mouse RAW 264.7 cells; also: potency is read from the fitted curve at half-maximal effect; % is scaled to controls: 0 for no effect and ±100 for the full control effect; nearly all actives have a fitted effect of over 55% in size
# PTAP TSG101 blk: blocks PTAP/TSG101 interaction to inhibit HIV-1 budding. Q99816. Fluorescence polarization, FITC-PTAP peptide / Tsg101 binding. Potency, µM (top dose mostly 115 µM), for inactives: top-dose activity change, negative = inhibition, usual class: inhibitors. 340,000 tested, under 10 active. AID 493005; active = well fitted inhibition curve with a large enough effect in the main read-out, with a control signal flat, not every such curve was filed as active; inconclusive = small, poorly fitted or top-dose-only effect, or effect the other way, or a change in a side signal; inactive = no such curve, though single readings can be large or run the other way; also: potency is read from the fitted curve at half-maximal effect; % of control where 0% means no effect
#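 FP read-out: FITC-PTAP peptide, 50 nM final, binding Tsg101 binding domain, 10 uM final; 20 min, r.t.; 10 mM HEPES pH 7.5, 0.15 M NaCl, 0.01% Tween 20, 3 mM EDTA, 0.1 mM TCEP.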
# TSHR antag: human thyrotropin receptor antagonism. P16473. TSHR-expressing cells, TSH-stimulated cAMP HTRF, 2 h; active compounds read low. activity change, negative = inhibition, % at 11.5 µM. 0.2% of 330,000 active. AID 504810;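 active = activity change below a set negative limit, meaning inhibition stronger than a set level, cut at about -70% in these data; inconclusive = activity change between two set negative limits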; also: % is scaled to controls: 0 for no effect and ±100 for the full control effect
# Target sequence (P16473 whole entry, looked up): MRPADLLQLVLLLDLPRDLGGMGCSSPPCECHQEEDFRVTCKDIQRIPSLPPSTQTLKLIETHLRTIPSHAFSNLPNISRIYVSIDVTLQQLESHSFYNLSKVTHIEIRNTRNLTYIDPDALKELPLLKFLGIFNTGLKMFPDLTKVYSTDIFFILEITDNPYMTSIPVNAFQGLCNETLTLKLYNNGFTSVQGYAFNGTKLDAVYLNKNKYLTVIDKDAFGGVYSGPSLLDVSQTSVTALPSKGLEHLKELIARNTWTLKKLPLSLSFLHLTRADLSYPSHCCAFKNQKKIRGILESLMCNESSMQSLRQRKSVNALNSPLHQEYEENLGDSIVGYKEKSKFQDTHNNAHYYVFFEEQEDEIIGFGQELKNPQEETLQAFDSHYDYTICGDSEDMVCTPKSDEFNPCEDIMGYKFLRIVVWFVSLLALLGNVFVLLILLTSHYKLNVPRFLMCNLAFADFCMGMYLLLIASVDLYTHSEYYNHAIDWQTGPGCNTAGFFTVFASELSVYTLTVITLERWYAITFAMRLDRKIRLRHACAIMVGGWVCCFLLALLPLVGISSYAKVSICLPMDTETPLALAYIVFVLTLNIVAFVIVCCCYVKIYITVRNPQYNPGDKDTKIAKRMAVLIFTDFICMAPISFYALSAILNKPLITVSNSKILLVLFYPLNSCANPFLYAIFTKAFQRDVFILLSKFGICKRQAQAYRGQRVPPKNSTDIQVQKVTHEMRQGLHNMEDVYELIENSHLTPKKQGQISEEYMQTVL
#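 Cell-based HTRF cAMP assay; TSHR cells + compound, TSH EC80 (4nM final), 2 h, 37 deg C. Lysis with anti-cAMP cryptate and cAMP-d2, 30 min RT, read 665/620 nm.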
# B2AR arrestin: agonists driving beta-arrestin recruitment to human beta2-adrenergic receptor | beta-arrestin recruitment to beta2AR, cell-based reporter | Potency, µM (top dose mostly 46.1 µM), without a hit: at the top dose activation, most hits filed as activators | 0.02% of 330,000 active;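 also: potency is read from the fitted curve at half-maximal effect; 0% = DMSO controls and full agonism = EC100 isoproterenol or metaproterenol; nearly all actives have a fitted effect of over 65% in size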
# Tb PFK inh: inhibitors of T. brucei phosphofructokinase | T. brucei PFK, ADP-Glo luminescence | Potency, µM (titrated, usually from 57.5 µM), without a hit: at the top dose activity, negative = inhibition, actives largely listed as inhibitors | O15648 | 0.17% of 330,000 active;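 also: potency is read from the fitted curve at half-maximal effect; 0% = uninhibited 1x PFK enzyme wells and -100% = no-enzyme wells; nearly all actives have a fitted effect of over 60% in size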
#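 Luminescent ADP detection (ADP-Glo, two-step: ATP depletion then ADP-to-ATP conversion for luciferase) reported PFK activity after 45 min room-temperature reaction of 1.25 nM enzyme with 0.5 mM F6P and 0.1 mM ATP at pH 8.0.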
# Mito fusion act: inhibitors of mitochondrial division or activators of mitochondrial fusion; 0.23% of 320,000 active; AID 485298; S. cerevisiae fusion-defective mutant growth rescue, CellTiterGlo 48 h; Potency, µM (doses to about 46.1 µM), for inactives: at the top dose growth rescue (activation), actives largely listed as activators;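 also: potency is read from the fitted curve at half-maximal effect; % of control where 0% means no effect; nearly all actives have a fitted effect of over 45% in size; temperature-sensitive fusion mutants such as fzo1-1 at 37 °C on non-fermentable ethanol glycerol medium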
#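 Growth-rescue viability read-out: after 48 h at the non-permissive 37C in glycerol/ethanol YPEG, yeast mitochondrial fusion mutants are measured by CellTiterGlo luminescence; compounds (23 nl pinned per well) restoring growth score as division inhibitors or fusion activators.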
# Eya2 inh: inhibitors of human Eya2 phosphatase activity. 0.006% of 330,000 active. O00167. Potency, µM (highest dose often 76.9 µM), without a hit: top-dose activity, negative = inhibition, most hits filed as inhibitors. recombinant Eya2, OMFP fluorescence dephosphorylation (OMFP is methylfluorescein phosphate); also: potency is read from the fitted curve at half-maximal effect; % is scaled to controls: 0 for no effect and ±100 for the full control effect
#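 Eya2 protein (added as 0.2 uM solution) was preincubated with compound for 10 min at ambient temperature in 50 mM HEPES pH 7.5, 50 mM NaCl, 5 uM MgCl2, 0.05% BSA, 1 mM DTT. OMFP (added at 50 uM) then reacted 10 min; fluorescence read at 485/525 nm.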
# USP2a inh: inhibitors of human ubiquitin-specific protease USP2a | USP2 core, Ub-CHOP2 coupled fluorogenic reporter, 485/531 | Potency, µM (series often up to 38.3 µM), without a hit: at the top dose activity change, negative = inhibition, hits mostly inhibitors | 0.01% of 330,000 active;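 also: potency is read from the fitted curve at half-maximal effect; plate controls were DMSO wells for no effect and full inhibition by NEM control for full effect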
#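 USP2 core (10nM final) preincubated 30min RT with compound in 20mM Tris-HCl pH 8.0, 2mM CaCl2, 2mM beta-mercaptoethanol, 0.05% CHAPS; 25nM Ub-CHOP2 plus 25nM reporter substrate added, fluorescence (Ex485/Em531) read after 60min.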
# ELG1 repair inh: blocks ELG1-dependent DNA repair in HEK293T cells; HEK293T ELG1-luciferase reporter, luminescence, 16 h; DNA damage induced by 5-fluorouridine; 2.3% of 330,000 active; AID 504467; Potency, µM (top dose mostly 46.1 µM), without a hit: at the highest dose activity change, negative = inhibition, usual class: inhibitors; also: potency is read from the fitted curve at half-maximal effect; % is scaled to controls: 0 for no effect and ±100 for the full control effect; nearly all actives have a fitted effect of over 55% in size
#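 Reporter activity after DNA damage by 5-fluorouridine is monitored. Compound-treated cells incubate 16 hr at 37 °C, then ONE-Glo is added for 30 min before luminescence reading.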
# TCR activator: T cell receptor activation; primary human leukocytes, anti-CD3, IL-2 HTRF, 48 h; Potency, µM (series often up to 9.22 µM), without a hit: at the top dose activation of IL-2 secretion, hits mostly activators; 330,000 tested, under 10 active; AID 504894; also: % of control where 0% means no effect
#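 Compounds are tested in HTS on primary human leukocytes co-incubated with a-CD3 beads for 48 hr. IL-2 output is measured by time-resolved FRET.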
# An asterisk follows results filed as active; u = inconclusive; x = not tested or not shown; [ ] = another dose, or the depositor's remark. Unless noted, calls follow the shape of the dose curve; as a rule, active = well fitted curve in the direction sought with a large enough effect; inconclusive = small, poorly fitted or top-dose-only effect, or another doubt; inactive = no such curve, though single readings can be large; an effect the other way counts as inactive or inconclusive.
# Below each SMILES: PTAP TSG101 blk | USP2a inh | Eya2 inh | BCR signal inh | TCR activator | Mito fusion act | Tb PFK inh | ELG1 repair inh | uPA surface inh | B2AR arrestin | TSHR antag
> Nc1ncccc1OCc1ccc(Br)cc1
  0% | -1% | 17% | -16% | -5% | 9% | -12% | u | -3% | 0.0% | -2
> O=C(CN1CCCCCC1)Nc1ccccc1[N+](=O)[O-]
  -4% | -3% | -1% | -5% | x | 3% | 1% | 8% | 17% | -0.1% | 4
> COc1cc2[nH]c(=O)c(C(=O)NCc3ccccc3Cl)c(O)c2cc1OC
  -3% | -2% | -12% | -2% | -5% | 0% | 7% | -13% | 1% | 0.2% | 60
> CCc1nnc(NC(=O)[C@@H](NC(=O)c2ccc(OC)cc2)C(C)C)s1
  -1% | 0% | 4% | 6% | -2% | 3% | -2% | 7% | 0% | -0.1% | 13
> COc1cc(COC(=O)Oc2ccc(CNC(C)=O)cc2OC)c([N+](=O)[O-])cc1OC
  -2% | 0% | 5% | -19% | 2% | -4% | -9% | 10% | -12% | 0.1% | -10
> O=C(C[C@H]1C[C@H](C(=O)N2CCOCC2)[C@@]2(CCC3CCCC3)c3[nH]c4cc(-c5ccco5)ccc4c3CCN2C1=O)NCCCn1ccnc1
  -4% | -2% | 1% | -9% | 3%[46.1 µM] | x | 4% | 8% | u | -0.9% | -7
> CSc1cccc(NC(=O)C2CC(=O)N(Cc3ccccc3)C2)c1 (configuration not stated)
  -2% | 0% | 0% | 2% | 1% | 0% | 1% | 15% | -1% | -0.9% | 27
> CN1C(=O)C2(C(C#N)=C(N)N(c3ccc(Cl)cc3)C3=C2C(=O)CC(C)(C)C3)c2ccccc21 (configuration not stated)
  -2% | 2% | -14% | -14% | 0% | 0% | 0% | 14% | -4% | 0.0% | 1
> CCn1cc(C(=O)NCCO)c(=O)c2cc(F)c(N3CCN(C)CC3)cc21
  -6% | 5% | -8% | 1% | -8% | -7% | -2% | 12% | 6% | -0.8% | -1
> CCOCCCNS(=O)(=O)c1cc(Br)cc2c1N(C(=O)C1CC1)CC2
  -8% | 0% | 4% | 0% | x | 6% | 2% | -5% | 2% | 0.2% | 7
> O=C(Cc1cccc(F)c1F)NC1CCCN(Cc2ccc(Cl)cc2)C1 (configuration not stated)
  -5% | 3% | 1% | 0% | 2% | -4% | 1% | -2% | 3% | -0.1% | 39
> Cc1cccc(/C(N)=N/OC(=O)c2ccco2)c1
  -4% | 1% | 2% | u | 0% | 3% | -6% | u | -8% | -0.1% | -15
> COCCNC(=O)COc1ccccc1C
  -4% | 0% | -18% | u | -3% | -1% | -5% | 10% | 1% | 0.0% | 17
> CC(=O)c1c(O)cc(O)c(C(C)=O)c1O
  -17% | -1% | 5% | u | -3% | -94%[inhibitor] | 1% | u | 13% | -0.3% | -94*
> CCN(CC)S(=O)(=O)c1ccc(C(=O)NCc2ccc3c(c2)cc(C)n3C)cc1
  -1% | -1% | -30% | u | 1% | 2% | -5% | u | 1% | -0.3% | 4
> COc1cccc(Sc2ccccc2/C=N/NC(N)=O)c1
  -1% | 1% | -2% | -1% | 0% | 0% | 0% | 6% | -14% | 0.1% | -8
> Cc1cc(C)n(-c2nc3ccccc3c(=O)n2OCC(=O)N(C)C)n1
  -2% | 2% | 1% | 5% | -2% | -4% | 11% | -21% | 9% | -0.4% | -12
> N/C(=N\OC(=O)/C=C/c1ccccc1Cl)c1ccncc1
  0% | 2% | 8% | 7% | -3% | 7% | 10% | u | -2% | 0.4% | -18
> CCCN[C@@H]1C(=O)N2C(C(=O)OCCC)=C(C)CS[C@H]12
  x | 1% | 6% | 3% | -4% | 0% | -1% | 10% | -2% | -0.1% | 1
> Cc1ccc(-c2nn3c(C)nnc3s2)cc1NC(=O)c1cccnc1
  -3% | 1% | 1% | 0% | -59% | 2% | 0% | u | 2% | 0.0% | 3
> COc1ccc(/C=N/NC(=O)C2COc3ccccc3O2)cc1OC (configuration not stated)
  2% | 2% | 5% | 12% | x | -7% | -19% | 4% | -7% | 0.0% | -8
> COc1ccc(-c2noc(N3CCC(C(=O)NCCCN4CCCC(C)C4)CC3)n2)cc1 (configuration not stated)
  -3% | 1% | -2% | -18% | 4% | -4% | 1% | u | u | -0.2% | 12
> C=CCc1cccc(OC)c1OCCOCCn1ccnc1
  0% | 0% | -7% | -5% | 2%[46.1 µM] | -9% | -1% | 0% | -2% | -2.4% | -5
> Cc1ccc(C(=O)Nc2ccccc2C(=O)N2CC3(C)CC2CC(C)(C)C3)cc1 (configuration not stated)
  -1% | -8% | -19% | 10% | -11% | 12% | 2% | 23µM* | 0% | 0.0% | 38
> Cc1nnc(N2CCC(C(=O)N3CCCCC3)CC2)c2nn(-c3ccc(Cl)cc3)c(C)c12
  -7% | -1% | -14% | -3% | -3% | -7% | 3% | u | -27% | 0.1% | -5
> C=CC[N+](C)(C)c1ccc(CCC(=O)CCc2ccc([N+](C)(C)CC=C)cc2)cc1
  -2% | 1% | 9% | 14% | -13% | 9% | -4% | 8% | 18% | -0.1% | x
> C[C@H](CO)N1C[C@H](C)[C@@H](CN(C)S(C)(=O)=O)Oc2ccc(NC(=O)CCC(F)(F)F)cc2C1=O
  -14% | 4% | 7% | 0% | 1% | x | -2% | u | 9% | -3.2% | 16
> CSc1ccc(S(=O)(=O)Nc2cccc(F)c2)cc1
  x | 1% | -2% | 0% | x | u | -7% | -3% | x | -0.2% | 0
> Cc1ccccc1C(=O)NC(NCC1CCCO1)C(Cl)(Cl)Cl (configuration not stated)
  -1% | -1% | 17% | u | -2% | 3% | -5% | 9% | 3% | 0.5% | -2
> c1ccc(COc2ccccc2CNCc2cccnc2)cc1
  -10% | 1% | -3% | 14% | 8% | 1% | 0% | 4% | -5% | 0.2% | 16
> COc1ccc(S(=O)(=O)N(C)CC(=O)N2CCOCC2)cc1
  -1% | 2% | -4% | -1% | 0% | -2% | -10% | -5% | 8% | 0.2% | -1
> Cc1ccccc1-n1nc(C)c2cc(C(=O)NCc3cccnc3)sc21
  -4% | -2% | -18% | u | 1% | 5% | 4% | -16% | x | -0.2% | -12
> Cc1noc(NS(=O)(=O)c2ccc(N/C=C/C(=O)c3ccc4c(c3)OCO4)cc2)c1C
  -7% | -2% | 7% | u | -6% | 1% | 3% | 20% | 0% | -0.2% | -5
> COc1ccc2cc(C(c3nnnn3CCc3ccccc3)N3CCCC(C)C3)c(=O)[nH]c2c1 (configuration not stated)
  -2% | -1% | -5% | u | 0% | 5% | -4% | -17% | -11% | 0.5% | 20
> CC(=O)N1CCOc2ccc(S(=O)(=O)N3CCC(C)CC3)cc21
  -3% | 0% | 3% | 0% | -9% | 42% | -17% | 7% | -7% | 0.0% | 31
> CCCc1cc(C(=O)N2CCCC(Cc3ccccc3C)(C(=O)OCC)C2)no1 (configuration not stated)
  -4% | -5% | -8% | -3% | -1% | -2% | 2% | u | 2% | 0.0% | 1
> CCOC(=O)c1c(C)[n+](-c2ccc(C)cc2)c(CC)c2cc(OC)c(OC)cc12
  0% | 5% | 15% | -1% | 5% | 3% | 7% | -13% | u | 0.6% | -5
> Cc1ccc(/C(O)=C2/C(=O)C(=O)N(CCN3CCOCC3)C2c2cccnc2)cc1 (configuration not stated)
  -1% | -1% | 1% | 7% | 6% | -3% | 0% | 12% | x | -1.0% | 3

# Profiles as entered above.
# Listed for Cc1nnc(N2CCC(C(=O)N3CCCCC3)CC2)c2nn(-c3ccc(Cl)cc3)c(C)c12 → PTAP TSG101 blk: -7%; USP2a inh: -1%; Eya2 inh: -14%; BCR signal inh: -3%; TCR activator: -3%; Mito fusion act: -7%; Tb PFK inh: 3%; ELG1 repair inh: u; uPA surface inh: -27%; B2AR arrestin: 0.1%; TSHR antag: -5
# Listed for COc1cccc(Sc2ccccc2/C=N/NC(N)=O)c1 → PTAP TSG101 blk: -1%; USP2a inh: 1%; Eya2 inh: -2%; BCR signal inh: -1%; TCR activator: 0%; Mito fusion act: 0%; Tb PFK inh: 0%; ELG1 repair inh: 6%; uPA surface inh: -14%; B2AR arrestin: 0.1%; TSHR antag: -8

# Screening results from PubChem.
